High-throughput results from PubChem BioAssay.
Rac1 wt modul – human Rac1 wildtype GTP binding, inhibitors and activators; GST-Rac1 beads, fluorescent GTP binding, flow cytometry; actives lie on both sides; 0 = cold GTP competed, 100 = untreated; GTP binding activity (% of control), % at 10 µM; actives 0.27% (n = 190,000); AID 757;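 active = GTP binding activity at least 20 points away from the 100% control level, either lower or higher; inconclusive = compound flagged as likely green fluorescent, judged across all proteins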
GSH bead fluor – GSH bead compound fluorescence profile; GSH beads flow cytometry, compound fluorescence 488/530 nm; stronger effect = higher value; fluorescence (KMESF) at 10 µM; actives 0.25% (n = 190,000); AID 1776; in the data active = fluorescence above about 89;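 also: glutathione beads carrying GST-tagged Bcl family fusion proteins plus one bare bead set; values are compound well signal with DMSO vehicle wells as background; inactives centre near 16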
Cdc42 wt – modulators (inhibitors or activators) of GTP binding to human Cdc42 wildtype; actives 0.2% (n = 190,000); percent activity (GTP binding), % at 10 µM; P60953; GST-Cdc42 beads, Bodipy-GTP binding, flow cytometry; actives lie on both sides; AID 761;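 active = percent activity GTP binding at least 20 points away from the 100% baseline, either down as inhibitor or up as activator; inconclusive = compound flagged as likely green fluorescent from well-wide comparison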;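 also: median bead fluorescence of bound Bodipy-FL-GTP at 100 nM; 0% = excess unlabeled GTP control and 100% = no compound control; below 100% means less GTP binding so inhibitor and above means activator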
Target sequence (P60953 whole entry, looked up): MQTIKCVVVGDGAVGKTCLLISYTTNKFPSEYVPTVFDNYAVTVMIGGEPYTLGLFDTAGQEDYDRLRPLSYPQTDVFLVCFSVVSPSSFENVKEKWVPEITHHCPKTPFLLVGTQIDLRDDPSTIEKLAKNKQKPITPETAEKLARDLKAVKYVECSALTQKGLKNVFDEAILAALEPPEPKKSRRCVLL
Rab7 wt modul – modulators of GTP binding to dog Rab7 wildtype GTPase; GST-Rab7 beads, fluorescent GTP binding, flow cytometry; actives lie on both sides; untreated = 100%, excess cold GTP = 0%; GTP binding activity (percent of control), % at 10 µM; actives 0.055% (n = 190,000);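 active = fluorescent GTP binding to Rab7 beads changed by at least 20 points from the 100% baseline, either direction, mostly lower; inconclusive = compound itself probably fluorescent, or too few beads counted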;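 also: median green fluorescence of bound Bodipy-FL-GTP per Rab7 bead population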
Mcl1-Bid inh – disrupts binding of human Mcl-1 to Bid peptide. TR-FRET Mcl-1/Bid-Dy647 peptide binding, 1536-well. inhibition, % at 21.7 µM. actives 0.97% (n = 220,000);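 active = compounds that cut the binding signal by more than half at the single screening dose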;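 also: His-tagged Mcl-1 with europium anti-His antibody binding Bid BH3 peptide; 0% = Mcl-1 plus peptide wells and 100% = peptide-only wells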
Target sequence (Q07820 whole entry, looked up): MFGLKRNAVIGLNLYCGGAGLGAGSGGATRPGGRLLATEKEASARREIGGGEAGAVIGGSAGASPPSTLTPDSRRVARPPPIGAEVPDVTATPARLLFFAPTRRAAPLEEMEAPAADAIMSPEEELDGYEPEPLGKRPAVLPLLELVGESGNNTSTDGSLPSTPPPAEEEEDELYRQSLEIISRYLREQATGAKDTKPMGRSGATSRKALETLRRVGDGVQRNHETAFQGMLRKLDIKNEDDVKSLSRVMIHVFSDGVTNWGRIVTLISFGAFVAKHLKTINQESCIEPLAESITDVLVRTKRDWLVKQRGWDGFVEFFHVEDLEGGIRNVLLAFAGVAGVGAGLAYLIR
Rab2A wt mod – changes GTP binding to wildtype dog Rab2A, up or down. GTP binding activity, % at 10 µM. actives 0.19% (n = 190,000). GST-Rab2 wt beads, Bodipy-GTP binding, flow cytometry;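 active = GTP binding activity at least 20 points away from 100%, either lowered or raised; inconclusive = signal likely due to the compound's own green fluorescence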;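 also: 0% = beads with excess unlabeled GTP and 100% = no-compound control corrected for plate trend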
Avidin bead fluor – compound fluoresces at 488/530 nm on avidin beads. compound fluorescence 488/530 nm, flow cytometry; stronger effect = higher value. fluorescence (KMESF) at 10 µM. actives 0.38% (n = 220,000); in the data active = fluorescence above about 47; also: inactives centre near 10
Rac1 act GTP bind – human Rac1 activated mutant GTP binding change. actives 0.11% (n = 190,000). percent activity (GTP binding), % at 10 µM. P63000. GST-Rac1 activated beads, fluorescent GTP binding, flow cytometry; actives lie on both sides; 100% means binding = to untreated wells;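 active = GTP binding at least 20 percentage points away from the 100% baseline, in either direction, so actives lie on both sides; inconclusive = Compound likely fluorescent itself, or too few beads counted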
HRas wt GTP bind – modulators of GTP binding to human HRas wildtype; GST-Ras wt beads, Bodipy-FL-GTP binding, flow cytometry; actives lie on both sides; actives 0.14% (n = 190,000); AID 759; P01112; GTP binding activity, % at 10 µM;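 active = GTP binding activity at least 20% away from the 100% baseline, either lowered as inhibitor or raised as activator; inconclusive = flagged as likely green fluorescent, judged across all proteins in the well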;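 also: 0% = unlabeled GTP competition control and 100% = no-compound control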
Target sequence (P01112 whole entry, looked up): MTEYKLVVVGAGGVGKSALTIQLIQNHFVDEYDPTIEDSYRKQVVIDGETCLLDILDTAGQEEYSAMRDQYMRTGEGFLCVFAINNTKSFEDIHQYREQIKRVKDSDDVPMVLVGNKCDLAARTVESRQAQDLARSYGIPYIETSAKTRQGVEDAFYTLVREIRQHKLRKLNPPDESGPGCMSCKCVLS
Pf gametocyte – P. falciparum stage V gametocyte viability inhibition; P. falciparum stage V gametocytes, ATP luminescence, 24 h; inhibition, % at 10.9 µM; actives 0.065% (n = 150,000);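 active = inhibition above the mean plus 3 SD of compounds within the control limits, set per campaign, cut at about 38% in these data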;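 also: 0% = DMSO wells and 100% = medium only without gametocytes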
Mcl1 Noxa PPI – disrupts binding of human Mcl-1 to Noxa peptide; Q07820; actives 1.5% (n = 220,000); AID 1022; inhibition, % at 21.7 µM; TR-FRET Mcl-1/Noxa peptide binding, 2 h;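 active = compounds that cut the protein-peptide binding signal by more than 50% relative to plate controls in a single-dose test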;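 also: His-tagged Mcl-1 with rhodamine Noxa BH3 peptide and terbium anti-His antibody; 0% = Mcl-1 plus Noxa peptide wells and 100% = peptide-only wells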
The depositor's hits bear a star; ? = inconclusive; . = not tested or not shown.

SMILES	Rac1 wt modul	GSH bead fluor	Cdc42 wt	Rab7 wt modul	Mcl1-Bid inh	Rab2A wt mod	Avidin bead fluor	Rac1 act GTP bind	HRas wt GTP bind	Pf gametocyte	Mcl1 Noxa PPI
C=C(C)CN1CCN(c2ccc(N3C(=O)CCCC3=O)cc2[N+](=O)[O-])CC1	98	10	98	100	4	99	13	99	98	8	-8
C=CCn1c(Cc2cccs2)nnc1SCC(=O)c1ccc(F)cc1	97	49	99	95	-57	96	6	96	97	2	-3
COCC(C)NC(=O)c1cc(OC)cc(OC)c1 (centres undefined)	95	17	95	101	-30	96	8	94	97	4	5
COC(=O)C1CCN(C(=O)Nc2ccc(OC)cc2)CC1	99	26	97	99	-22	98	12	98	99	.	-8
Cc1ccc(S(=O)(=O)N2CCCN(S(=O)(=O)C3CCS(=O)(=O)C3)CC2)cc1 (centres undefined)	106	27	104	100	-17	101	12	100	100	5	14
Cc1ccsc1C(=O)OCC(=O)Nc1cccc(S(=O)(=O)NC2=NCCCCC2)c1	92	12	92	90	-17	94	11	92	91	3	-3
CC(C)c1ccccc1NC(=S)NC1CCN(Cc2ccccc2)CC1	96	15	100	97	-50	96	7	95	96	-29	10
N#Cc1c(N)n(C2CCCCC2)c2nc3ccccc3nc12	98	31	97	95	.	97	10	96	96	9	.
Cc1ccnc(N2CCN(C(=O)CSc3nc4ccccc4nc3N3CCCCC3)CC2)c1	95	27	94	96	-26	93	12	93	98	-1	4
CC(C)(C)NC(=O)CN(C(=O)C(=O)Nc1ccc2c(c1)OCCO2)C(C)(C)C	98	10	98	107	-28	101	8	96	97	-17	2
C=CCSc1nnnn1-c1ccc(OC)cc1	100	17	94	97	6	96	5	98	97	7	10
C=CCN(Cc1cn(C)nc1-c1cccc(Cl)c1)C1CCS(=O)(=O)C1 (centres undefined)	99	10	97	103	-26	98	2	96	98	4	2
O=C(COC(=O)CC(c1ccccc1)c1ccccc1)NCc1ccc(Cl)cc1	119	5	112	103	8	101	11	100	102	-3	17
CCOC(=O)C1CCC(CNCc2ccc(Cl)cc2)CC1 (centres undefined)	104	11	99	102	-15	101	11	101	100	-12	12
CCCCn1nnc(NC(=O)CCC)n1	102	19	105	100	-12	103	8	100	103	.	-4
O=C(COc1ccc(S(=O)(=O)N2CCCC2)cc1Cl)NCc1ccco1	97	39	98	100	4	96	14	95	100	.	-5
O=C1NC(=S)N/C1=C/C=C/c1ccccc1	94	13	94	105	-9	97	16	98	96	.	9
O=C(NCCN1CCOCC1)Nc1ccc(Cl)cc1	107	36	100	106	-6	104	15	101	103	.	12
O=c1c2c(nc3nc(NCc4cccc5ccccc45)[nH]n13)CCC2	93	12	86	98	-15	87	18	88	91	.	10
O=C(CSc1nc2ccccc2c(=O)n1-c1ccc(F)cc1)Nc1cc(S(=O)(=O)N2CCOCC2)ccc1Cl	104	5	103	99	-14	99	2	100	99	-9	-101
Cc1ccc2[nH]c(=O)c(CN(CCCO)S(=O)(=O)c3cccc4nsnc34)cc2c1	102	14	97	98	-3	99	16	98	100	.	20
CCC(C)NC(=S)Nc1ccccc1OC (centres undefined)	107	10	103	102	-54	99	7	101	103	.	11
COc1ccc(F)cc1S(=O)(=O)NC1CCCCCC1	107	26	104	102	9	104	13	101	105	7	-8
CCOc1ccccc1NC(=O)c1ccc(OCC)c([N+](=O)[O-])c1	103	9	96	98	-16	99	5	98	99	-9	4
N#CC1=C(N)Oc2c(ccc3ccccc23)C1c1ccsc1 (centres undefined)	?	20	?	?	-1	?	5	?	?	.	-2
COc1ccc(NC(=O)CN(Cc2ccccc2)S(C)(=O)=O)cc1	102	16	102	98	-8	100	5	99	101	.	-1
Cn1c(CO)cnc1SCc1ccc(Cl)cc1	101	15	101	99	6	99	33	100	100	.	11
CCn1c(-c2cccc(Br)c2)n[nH]c1=S	94	25	95	89	97*	93	10	91	95	17	45
CCOC(=O)N1CCC(NS(=O)(=O)c2cc3c(cc2C)NC(=O)CO3)CC1	96	64	96	96	-23	93	7	92	95	.	5
COc1ccc(Cl)cc1NC(=O)COC(C)=O	97	16	93	99	-21	97	10	97	96	.	13
N#Cc1c(N2CCCCC2)nc(N)c2c(N)nc3c(c12)CC(c1ccccc1)O3 (centres undefined)	102	25	102	101	-38	101	14	101	102	.	-10
O=C(NCCc1c[nH]c2ccccc12)/C(=C\c1ccco1)NC(=O)c1ccco1	101	7	98	101	-68	96	17	98	98	-5	9
COc1ccccc1N1CCN(C(=O)c2ccc(N3CCCC3=O)cc2)CC1	106	28	103	94	-9	98	36	99	98	.	-2
Cc1ccc(C(=O)Nc2cc(-c3ccn[nH]3)c(C)n(N)c2=O)cc1	97	68	90	102	-9	99	9	95	94	-16	-5
O=C(Cc1csc(Nc2nc(=S)[nH]c3ccccc23)n1)N1CCN(c2cccc(C(F)(F)F)c2)CC1	91	11	90	100	-31	93	9	96	92	8	-4
CC(=O)N1N=C(c2ccccc2)CC1c1cn(C)c2ccccc12 (centres undefined)	103	9	99	99	-20	99	18	101	100	-16	10
CN(C(=O)COC(=O)c1cc(Br)c(Br)s1)C1CCS(=O)(=O)C1 (centres undefined)	99	10	96	94	-7	102	14	101	100	.	7
C=CCOc1ccc2oc(=O)cc(C)c2c1	104	12	99	104	-20	104	6	103	103	.	0
CC1(C)C2CCC1(C)C(OCC[N+](C)(C)CC(=O)OC1CCCCC1)C2 (centres undefined)	101	18	99	101	-3	99	13	101	97	-7	8
CCOCc1c(C(=O)NC2CCCCCC2)oc2ccccc12	?	15	?	?	-17	?	10	?	?	1	-16
CN(Cc1ccccn1)Cc1nc(Cc2ccccc2Cl)no1	98	8	98	101	-10	95	13	94	95	6	-3
COc1ccc(C(=O)Cc2cc(OC)c(OC)cc2[N+](=O)[O-])c(OC)c1	95	34	98	97	-25	96	13	92	99	18	-11
O=C(CCCC(=O)OCC(F)(F)C(F)F)Nc1ccc(NC(=O)CCCC(=O)OCC(F)(F)C(F)F)cc1	102	34	102	100	-17	100	6	98	103	.	0
Cc1ccccc1NCc1nnc2n1CCCCC2	101	15	97	103	-42	99	11	97	99	3	0
COc1cccc(/C=C/C(=O)OCC(=O)Nc2cccc(S(=O)(=O)N(C)C)c2)c1	97	12	92	93	-30	93	7	91	96	-4	17
COc1cc(CNCCc2ccc(S(N)(=O)=O)cc2)ccc1OCC(=O)N1CCCCC1	104	11	105	103	-17	101	10	99	102	.	-5
Nc1nnnn1/N=C/c1cccs1	102	12	99	102	-2	100	7	98	100	.	24
N#C/C(=C\c1ccc(C(=O)O)cc1)c1ccccn1	98	13	94	99	-12	96	8	93	96	2	18
CCOCCCNCc1cc(Br)ccc1OCC	97	10	96	95	3	97	10	96	96	-2	2
O=C(Nc1ccccc1)C1(c2ccccc2)CC1(Cl)Cl (centres undefined)	104	26	102	99	6	97	2	99	96	6	10
O=C(CSc1nc2c([nH]c3ccccc32)c(=O)n1-c1ccccc1)N1CCOCC1	100	15	104	100	25	101	6	98	101	.	28
CSc1cccc(NC(=O)c2nnn(Cc3ccccc3)c2N)c1	93	17	95	94	-6	92	15	94	95	.	-18
CC[C@H](C)[C@@H](NC(=O)O[C@@H]1C(=O)c2cc(Br)ccc2O[C@H]1c1cccc(OC)c1)C(=O)OC	104	19	100	104	-3	97	10	99	102	.	-1
COC(=O)c1sc(NC(=S)NC(=O)c2ccccc2)nc1C	101	12	102	99	-38	99	3	98	99	-9	-1
CCC(C)NC(=O)c1ccc(-n2c(=S)[nH]c3ccccc3c2=O)cc1 (centres undefined)	96	13	95	101	-31	97	22	95	98	2	-11
CCOC(=O)c1sc(-c2ccccc2)cc1NC(=O)CSc1nnnn1C	107	15	103	102	-4	102	10	100	102	.	15
COc1cc2nc(/C=C/c3ccc(N(C)C)cc3)sc2cc1SC	?	12	?	?	-37	?	9	?	?	0	4
O=C(CNc1cc(S(=O)(=O)N2CCCC2)ccc1OCC(F)(F)F)Nc1cc(Cl)cc(Cl)c1	97	17	97	104	-10	99	12	93	97	.	-2
O=C(Cn1cnc2c(nnn2-c2ccccc2)c1=O)NCc1ccco1	105	14	105	98	-33	102	6	100	102	.	1
CC(C)NS(=O)(=O)c1ccc(OCC(=O)Nc2cccc3ccccc23)cc1	105	7	105	101	7	101	12	100	104	-8	1

New compounds follow.
SMILES	Rac1 wt modul	GSH bead fluor	Cdc42 wt	Rab7 wt modul	Mcl1-Bid inh	Rab2A wt mod	Avidin bead fluor	Rac1 act GTP bind	HRas wt GTP bind	Pf gametocyte	Mcl1 Noxa PPI
COCCn1c(CN(Cc2ccccc2)Cc2ccccc2)nc2c1c(=O)n(C)c(=O)n2C	102	20	99	99	-8	98	15	98	98	.	-8
Cc1ccccc1NC(=O)/C(C#N)=C\c1ccsc1	103	6	102	102	-14	100	12	100	101	.	11
O=P(CO)(Cc1ccccc1)Cc1ccccc1	102	15	111	106	-19	107	14	100	109	7	3
CCN(CCO)C(=O)CC(c1ccccc1)c1cc(Br)ccc1O (centres undefined)	102	19	98	97	-1	99	23	98	97	-2	0
CC(C)(C)c1nc2cc(Cl)c([N+](=O)[O-])cc2o1	94	11	97	96	-25	98	11	94	95	.	-19
COc1ccc(C2=NOC(C(=O)NCc3ccco3)C2)cc1 (centres undefined)	102	52	104	99	-19	102	8	98	103	-1	-5
Cc1ncc([N+](=O)[O-])n1Cc1ccccc1F	99	20	98	99	-7	97	12	94	97	2	4
OCC1(CCc2ccccc2)CCN(Cc2c(F)ccc(F)c2F)CC1	100	13	98	104	-11	98	12	97	100	-37	3
CCOc1ccc(S(=O)(=O)N(CC(=O)Nc2cc(C)on2)Cc2ccccc2Cl)cc1	103	13	98	105	-5	102	8	98	101	.	11
Cc1ccc(NC(=O)c2noc3c2CCC3)cc1C	101	8	102	106	-50	103	5	93	102	3	54*
O=C1C=C(NNC(=O)c2cccnc2)CC(c2ccco2)C1 (centres undefined)	99	18	98	95	-17	96	7	96	98	16	12
CC(O)CNc1nc2ccccc2n1-c1ncnc2sc3c(c12)CCC3 (centres undefined)	100	7	96	94	-31	96	14	97	98	.	25
Cc1ccc([N+](=O)[O-])cc1N(CC(=O)NCC1CCCO1)S(C)(=O)=O (centres undefined)	94	10	95	99	-35	97	16	96	95	-26	1
NC(=NC(=O)c1ccccc1)C1=C(O)CCC1=O	99	20	96	94	-4	98	2	98	97	.	19
